PV pol inh: poliovirus RNA polymerase inhibition | P03300 | poliovirus polymerase elongation, fluorescence polarization; hits give low values | % elongation, % (compound at 16.7 µg/mL) | actives 0.66% (n = 150,000); in the data active means % elongation below about 90%; further: some results filed as inactive read as strong as hits
Target sequence (P03300 1749-2209 limits assumed): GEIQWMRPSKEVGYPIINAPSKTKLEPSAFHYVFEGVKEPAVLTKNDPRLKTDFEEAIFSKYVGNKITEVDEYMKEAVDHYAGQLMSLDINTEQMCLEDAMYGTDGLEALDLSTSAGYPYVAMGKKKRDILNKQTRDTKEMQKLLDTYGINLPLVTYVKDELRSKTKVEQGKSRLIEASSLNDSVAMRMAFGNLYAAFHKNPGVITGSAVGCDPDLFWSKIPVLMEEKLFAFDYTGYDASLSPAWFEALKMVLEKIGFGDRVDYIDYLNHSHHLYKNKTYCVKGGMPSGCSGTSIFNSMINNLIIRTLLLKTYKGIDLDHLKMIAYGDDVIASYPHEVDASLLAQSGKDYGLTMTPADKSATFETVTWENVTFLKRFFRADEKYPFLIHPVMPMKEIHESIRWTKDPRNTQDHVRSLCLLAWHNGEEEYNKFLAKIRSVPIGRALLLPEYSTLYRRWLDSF
PV pol inh FP z-score: further read-out of PV pol inh, marked with its call; z-score; measured here: FP z-score; hits read low
An asterisk follows results filed as active; & = joins results of further samples. These rows are one share of the data; rates above refer to the full screens.

Results follow in this order: PV pol inh	PV pol inh FP z-score
1: CCOc1ccc(N2C(=O)CC(Sc3nccc(C)n3)C2=O)cc1 (stereo not given)
    104.0	1.2
2: COc1ccc(N2CCN(S(=O)(=O)c3c(C)nc4scc(C)n4c3=O)CC2)cc1
    101.0	-1.1
3: CCOCCCNC(=O)c1c(NC(=O)c2cc(=O)c3ccccc3o2)sc2c1CCC2
    105.0	-0.4
4: CCOc1ccc(C(=O)OCC(=O)Nc2ccc(N3CCOCC3)cc2)cc1
    99.0	-0.1
5: COC(=O)N/N=C\c1ccc(OC(=O)c2ccco2)cc1
    103.0	0.3
6: Cc1ccc(CNC(=O)CN2Cc3ccccc3C2=O)cc1
    110.0	0.7
7: Cc1c(Cl)cccc1N1C(=O)c2cccnc2C1=O
    100.0	-0.2
8: N/C(CC(=O)Nc1ccccn1)=N\O
    103.0	0.1
9: O=C(O)c1ccc(NS(=O)(=O)c2ccc3nnn(O)c3c2)cc1
    100.0	-0.2
10: CCOC(=O)Nc1ccc2c(COC(=O)c3cc(-c4ccco4)nc4ccccc34)cc(=O)oc2c1
    102.0	0.1
11: CCc1nc2nc(C)cc(Nc3ccc(OC)cc3)n2n1
    102.0	-0.7
12: C=CCSC1=C(C#N)C(c2cccc(Cl)c2Cl)CC(=O)N1 (stereo not given)
    105.0	0.7
13: O=C1CCN(c2cc(Nc3cccc(F)c3)c3c4c(onc24)-c2ccccc2C3=O)CC1
    107.0	1.5
14: CCC(C)n1c(SCc2ccc(C(C)(C)C)cc2)nc2ccsc2c1=O (stereo not given)
    101.0	-1.1
15: CCN(CC)c1ccc(/C=C2\CC/C(=C\C(C)C)C2=O)cc1
    71.0	-5.8
16: CC(C)[C@H](NC(=O)OCc1ccccc1)C(=O)N[C@H](C=O)Cc1ccccc1
    103.0&101.0	0.8&0.2
17: CCCCn1c(Oc2cccc(C(=O)OC)c2)nc2c1c(=O)n(C)c(=O)n2C
    106.0	0.5
18: C=CCN1C(=O)C2(OCCCO2)c2ccccc21
    102.0	0.2
19: CCc1nc2ccc(C(=O)NCCN3CCCCC3C)cc2nc1CC (stereo not given)
    98.0	-1.2
20: CC(C)N(C(=O)C12CC3CC(CC(C3)C1)C2)c1ccccn1
    103.0	-0.1
21: COc1ccc(-c2cc(=O)oc3c4c(ccc23)OCN(Cc2cccc(OC)c2)C4)cc1
    99.0	-1.6
22: N#Cc1ccc(CSc2nnc(N3CCOCC3)n2-c2ccccc2)cc1
    100.0	-0.3
23: CCOC(=O)c1cccc(NC(=O)CC2C(=O)N(c3ccc(F)cc3)C(=O)N2Cc2cccc(OC)c2)c1 (stereo not given)
    107.0	-0.2
24: O=C(NCCN1CCOCC1)c1ccc(CS(=O)c2ccc(Br)cc2)o1 (stereo not given)
    103.0	0.5
25: COc1ccc(NC(=S)NCC(c2ccco2)N(C)C)cc1 (stereo not given)
    102.0	0.1
26: CC(=O)Nc1ccc(N/C=C2/CCCCC2=O)cc1
    101.0	0.1
27: C=CCOc1ccc(Cl)cc1C(=O)O
    104.0	1.1
28: S=C(NCCc1ccncc1)Nc1ccccc1
    100.0	0
29: CCCCC[C@H](O)/C=C/C=C\C/C=C\C/C=C\CCCC(=O)O
    99.0&101.0	-0.6&0.4
30: c1ccc(-c2cccs2)nc1
    104.0	0.9
31: CSC1=C(C#N)C(c2ccc(Cl)cc2)CC(=O)N1 (stereo not given)
    103.0	0.4
32: N#Cc1ccc(COC(=O)CCN2C(=O)COc3ccccc32)cc1
    99.0	-0.5
33: CCOc1ccc(S(=O)(=O)NC(C)C(=O)NC2CCCC2)cc1 (stereo not given)
    101.0	-0.5
34: CSc1nc2ccccc2n1CC(=O)N1CCc2ccccc21
    104.0	0.1
35: CCCn1c(SCC(=O)N(C2=CCCCC2)C2CC2)n[nH]c1=O
    102.0	0
36: CCOc1ccc(N(CC(=O)Nc2cc(C)ccc2C)S(=O)(=O)c2c(C)[nH]c(=O)[nH]c2=O)cc1
    103.0	-0.5
37: CCOc1ccc(C2c3c(-c4ccc(C)cc4)n[nH]c3C(=O)N2c2ccc(Cl)cc2)cc1 (stereo not given)
    111.0	1.1
38: CC(=O)Nc1nonc1-c1nnc(SCc2ccccc2Cl)n1C
    104.0	-0.5
39: CCC(C)NC(=O)Cn1c(-c2cccs2)cc2cc(Cl)ccc21 (stereo not given)
    112.0	0.4
40: COc1ccc(/C=c2/sc3nc4ccccc4n3c2=O)cc1OC
    104.0	0.7
41: O=c1c2ccccc2nc2n1CCCCC2
    104.0	1.9
42: Cc1c(Cl)cccc1NC(=O)CN1C(=O)COc2ccc(S(=O)(=O)N3CCOCC3)cc21
    110.0	-0.5
43: Cc1ccc(C23CCC(=O)N2C(C(=O)NCCc2ccccn2)CS3)cc1 (stereo not given)
    106.0	0.4
44: CC(=O)c1ccc(NC(=O)Cn2c(-n3nc(C)cc3C)nc(C)cc2=O)cc1
    111.0	0.9
45: Cc1ccc(Cl)cc1NC(=O)c1cnc(N2CCCCC2)c2ccccc12
    107.0	-0.2
46: CCc1ccccc1N(C)S(=O)(=O)c1ccc(-c2cc(C(F)(F)F)no2)s1
    101.0	0.2
47: CCOc1cc(CNC(=O)Cn2ncn3c(cc4cc(F)ccc43)c2=O)cc(OCC)c1OCC
    109.0	0.8
48: CC(OC(=O)c1ccc2c(c1)S(=O)(=O)c1ccccc1C2=O)C(N)=O (stereo not given)
    100.0	-0.2
49: c1ccc(-c2nc3c4ccccc4nc(NCCN4CCN(c5ccccc5)CC4)n3n2)cc1
    102.0	0.1
50: COc1cc(NC(=O)c2cc(-c3ccccc3O)no2)cc(OC)c1OC
    103.0	-0.8
51: CC(C)(C)NC(=O)/C=C/c1ccc(Cl)cc1
    101.0	0.6
52: Cc1noc2ncn(CC(=O)NC(C)C)c(=O)c12
    104.0	0.4
53: CC(C)(C)c1cc(C(=O)NCCCn2ccnc2)cc(C(C)(C)C)c1
    102.0	0.4
54: O=C1CN(C(=O)c2ccc(S(=O)(=O)N3CCCC3)cc2)C(c2ccccc2)c2cc(F)ccc2N1 (stereo not given)
    109.0	0.7
55: Cc1cnc(C(=O)Nc2ccccc2F)cn1
    102.0	0
56: COc1ccc(N(CC(=O)NC(C)c2ccccc2)S(=O)(=O)c2c(C)noc2C)cc1 (stereo not given)
    110.0	1
57: Cc1noc(C)c1C(=O)N(C)C1CCCc2ccccc21 (stereo not given)
    101.0	-0.3
58: Cc1ccc(-n2ncc(C(=O)NCCN3CCc4ccccc4C3)c2C2CCN(C(=O)OC(C)(C)C)CC2)cc1
    110.0	0.8
59: O=S1(=O)CCC(N=Cc2ccc(-c3cccc(C(F)(F)F)c3)o2)C1 (stereo not given)
    105.0	0.2
60: Cc1cc(C)c2oc(C(=O)Nc3ccc(S(=O)(=O)Nc4nccc(C)n4)cc3)cc(=O)c2c1
    107.0	0

A different layout for four compounds above:
15. CCN(CC)c1ccc(/C=C2\CC/C(=C\C(C)C)C2=O)cc1
  PV pol inh: 71.0
  PV pol inh FP z-score: -5.8

16. CC(C)[C@H](NC(=O)OCc1ccccc1)C(=O)N[C@H](C=O)Cc1ccccc1
  PV pol inh: 103.0&101.0
  PV pol inh FP z-score: 0.8&0.2

17. CCCCn1c(Oc2cccc(C(=O)OC)c2)nc2c1c(=O)n(C)c(=O)n2C
  PV pol inh: 106.0
  PV pol inh FP z-score: 0.5

18. C=CCN1C(=O)C2(OCCCO2)c2ccccc21
  PV pol inh: 102.0
  PV pol inh FP z-score: 0.2

(more compounds)
Results follow in this order: PV pol inh	PV pol inh FP z-score
61: CC1=C(C(=O)N2CCN(c3cccc(C)c3C)CC2)C2(CCCCC2)OC1=O
    108.0	0.8
62: O=C(CSc1ncnc2[nH]ncc12)c1ccccc1
    101.0	0.1
63: NC1CN2CCC1CC2 (stereo not given)
    98.0	-0.3
64: Clc1cccc(Cl)c1Cn1nnc(N2CCCC2)n1
    103.0	0
65: COc1ccc(CNC(=O)Cn2ncc3c(=O)oc4ccc(C)cc4c32)c(OC)c1
    102.0	-0.4
66: CC1CCCCC1NC(=O)CCn1nc(-c2ccccc2)ccc1=O (stereo not given)
    99.0	-1.9
67: COC(=O)c1cc(-c2cc(OC)c(OC)c(OC)c2)nn1-c1ccccn1
    101.0	-0.1
68: Cc1ccn2c(c1)nc(=O)c1cc(S(=O)(=O)N3CCCCC3)ccc12
    93.0	-1.5
69: CCc1cccc(NC(=O)c2oc3ccc4c(c3c2C)C(=O)CC(C)(C)O4)c1
    113.0	1
70: NS(=O)(=O)c1ccc(S(=O)(=O)N(Cc2ccccc2F)CC2CCCO2)cc1 (stereo not given)
    102.0	0
71: CCCNC(=O)c1c(C)oc2ncnc(N3CCCCC3)c12
    106.0	0.7
72: Cc1cc(C)c(C#N)c(SC2CCc3ccccc3C2=O)n1 (stereo not given)
    102.0	0.6
73: Cc1ccc(Cn2c(=O)c3ccccc3n3c(-c4cccc(O)c4)nnc23)cc1
    103.0	-0.4
74: Nc1n[nH]c(CC2CCCCC2)n1
    100.0	-0.3
75: COc1cccc(OC)c1C(=O)NC(=O)Nc1c(C)cccc1C
    103.0	0.3
76: CC(CNS(=O)(=O)c1ccccc1)(c1ccccc1)N1CCCCC1 (stereo not given)
    100.0	-0.8
77: Cc1nc2ccccc2n1C(F)(F)C(O)c1ccco1 (stereo not given)
    101.0	-0.1
78: O=S(=O)(Nc1cccc(I)c1)c1cccs1
    101.0	-0.2
79: COc1ccc(NC(=O)C2CC(=O)N/C(=N/N=C/c3ccccc3)S2)cc1 (stereo not given)
    104.0	0.4
80: N#Cc1ccc(/C=N/NC=O)cc1
    102.0	0.1
81: COc1ccc2c(Sc3ccccc3)c(C(=O)NCc3ccc(OC(C)C)cc3)[nH]c2c1
    110.0	0.5
82: COc1ccc(CNC(=O)CCCN2C(=O)c3cccnc3Oc3ccc(Cl)cc32)cc1
    108.0	0.5
83: COC(=O)c1ccccc1NC(=O)c1cc(-c2ccccc2O)no1
    104.0	-0.5
84: O=C(CSc1nnc(-c2cccnc2)o1)N(C1CCCCC1)C1CCCCC1
    101.0	-0.4
85: CCC(C)NC(=O)CSc1nc(-c2ccc(F)cc2)cc(C(F)(F)F)n1 (stereo not given)
    103.0	-0.2
86: CC1CC[C@]2(NC1)O[C@H]1C[C@H]3[C@@H]4CC[C@H]5C[C@@H](O)CC[C@]5(C)[C@H]4CC[C@]3(C)[C@H]1[C@@H]2C (stereo not given in full)
    99.0	0
87: CCOC(=O)N1CCC(N2Cc3cccc(C(=O)Nc4cc(F)ccc4F)c3C2=O)CC1
    101.0	0.3
88: Cc1ccc2onc(CC(=O)NCc3cccc(Cl)c3)c2c1
    103.0	0
89: O=C(Nc1ccccc1Cl)N1CCN(C/C=C/c2ccccc2)CC1
    102.0	0
90: Cc1ccc2c(c1)c1c(c(=O)n(-c3ccccc3)c(=O)n1CC(=O)N1CCCC1)n2C
    103.0	0.1
91: O=C1NN=C(c2ccccc2)Cn2c1cc1ccccc12
    100.0	-0.6
92: CCOC(=O)c1ccc(OCC2c3cc(OC)c(OC)cc3CCN2C(=O)Cc2ccc(F)cc2)cc1 (stereo not given)
    102.0	-0.9
93: Cc1cccc(Cn2c(SCc3ccc(C(=O)NCc4cccs4)cc3)nc3cccnc32)c1
    101.0	-1.4
94: O=C(CSc1nc(O)cc(=O)[nH]1)Nc1ccccc1
    103.0	0.3
95: O=C(NCc1ccc(Cl)cc1)c1cnc2sc(N3CCCCCC3)nn2c1=O
    106.0	0
96: CN1C(=O)C(O)(c2sc(N)nc2-c2ccccc2)c2ccccc21 (stereo not given)
    103.0	-0.2
97: CCOC(=O)C1CCN(c2cc(C)nc3c(-c4ccccc4OC)c(C)nn23)CC1
    100.0	-0.9
98: COc1ccc(N2CC3=C(C2=O)C(c2ccc(O)c(OC)c2)NC(=O)N3C)cc1 (stereo not given)
    106.0	0.3
99: Cc1cc(Cl)ccc1NS(=O)(=O)c1c(C(=O)N2CCC(C)CC2)c(C)n(C)c1C
    103.0	-0.7
100: COC(=O)c1ccc2c(=O)n(-c3ccc(F)c(Cl)c3)c(SCC(=O)C(C)(C)C)nc2c1
    102.0	0.1
101: Cc1cccc2cc(C#N)c(SCC#N)nc12
    101.0	-0.4
102: COc1ccc(-c2noc(-c3ccc(N4CCCCC4)c([N+](=O)[O-])c3)n2)cc1
    107.0	-0.1
103: CCS(=O)(=O)N(C)c1ccc(C(N)=O)cc1
    102.0	0
104: CCOC(=O)C1CCN(C(=O)Cn2nc(C)n3c(cc4cc(F)ccc43)c2=O)CC1
    108.0	0.5
105: CN1CCc2c(n(CC(O)CN3CCCC3)c3ccccc23)C1=O (stereo not given)
    100.0	-0.3
106: Cc1nc2c3ccccc3ncn2n1
    100.0	-0.5
107: Cn1c2c(c(=O)n(C)c1=O)C(c1ccccc1[N+](=O)[O-])CC(=O)N2 (stereo not given)
    103.0	-0.7
108: O=C(CN1C(=O)/C(=C/c2ccccc2F)Oc2ccccc21)N1CCOCC1
    99.0	-0.5
109: CC(C)Oc1ccc(C(=O)O)cc1
    103.0	1.1

One compound at a time, from the list above. Order of screens: PV pol inh, PV pol inh FP z-score
Cc1ccc(CNC(=O)CN2Cc3ccccc3C2=O)cc1 in the list: 110.0, 0.7
COc1ccc(NC(=S)NCC(c2ccco2)N(C)C)cc1 (stereo not given) in the list: 102.0, 0.1
COc1ccc(/C=c2/sc3nc4ccccc4n3c2=O)cc1OC in the list: 104.0, 0.7
CC(=O)Nc1ccc(N/C=C2/CCCCC2=O)cc1 in the list: 101.0, 0.1
CCOc1cc(CNC(=O)Cn2ncn3c(cc4cc(F)ccc43)c2=O)cc(OCC)c1OCC in the list: 109.0, 0.8
